hIAP block: human IAP inhibition | P09923 | purified IAP, CDP-Star luminescence, 30 min | inhibition, % at 10 µM | hit rate 0.12% among 330,000;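 active = inhibition reaching a set limit with compound at 10 µM in the primary screen, cut at about 35% in these data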;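 note: plate controls were DMSO wells with enzyme for no effect and no-enzyme buffer wells for full effect; values of inactives mirror those of a sister screen read the other way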
Target sequence (P09923 whole entry, looked up): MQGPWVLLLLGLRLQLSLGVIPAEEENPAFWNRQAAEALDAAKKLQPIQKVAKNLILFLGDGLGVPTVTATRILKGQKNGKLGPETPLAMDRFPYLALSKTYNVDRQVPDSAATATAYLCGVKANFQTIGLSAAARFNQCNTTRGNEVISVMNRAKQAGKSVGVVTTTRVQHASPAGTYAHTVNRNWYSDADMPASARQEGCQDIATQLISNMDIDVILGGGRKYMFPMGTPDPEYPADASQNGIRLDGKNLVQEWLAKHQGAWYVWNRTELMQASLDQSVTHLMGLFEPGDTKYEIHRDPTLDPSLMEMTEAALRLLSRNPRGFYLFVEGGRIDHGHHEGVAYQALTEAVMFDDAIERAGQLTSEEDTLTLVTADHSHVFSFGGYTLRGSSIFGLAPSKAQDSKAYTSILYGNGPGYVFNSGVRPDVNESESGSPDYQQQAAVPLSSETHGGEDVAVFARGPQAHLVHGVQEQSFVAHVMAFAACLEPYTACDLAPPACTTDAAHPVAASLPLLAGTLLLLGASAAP
APOBEC3A inh: blocks human APOBEC3A ssDNA deamination. P31941. recombinant A3A, FAM/TAMRA ssDNA deamination fluorescence. inhibition, % at 20 µM. hit rate 0.41% among 330,000. AID 493011;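 active = at least 40% inhibition at 20 µM here, with at most 30% in a related deaminase screen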;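 note: plate controls were A3A with DMSO for no effect and wells lacking A3A enzyme for full effect; some results filed as inactive read as strong as hits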
Target sequence (P31941 whole entry, looked up): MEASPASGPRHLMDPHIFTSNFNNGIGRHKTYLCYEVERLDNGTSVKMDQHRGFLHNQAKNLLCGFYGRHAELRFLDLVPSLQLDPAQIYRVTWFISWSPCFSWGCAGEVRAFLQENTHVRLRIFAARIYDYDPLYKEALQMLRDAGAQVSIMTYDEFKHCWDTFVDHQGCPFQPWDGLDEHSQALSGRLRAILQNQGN
hIAP activ: increases human intestinal alkaline phosphatase activity; activation factor at 10 µM; hit rate 0.16% among 330,000; P09923; purified human IAP, CDP-Star luminescence, 30 min; stronger effect = higher value; 1 = vehicle-only enzyme, 0 = enzyme-free background;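 active = activation factor of the enzyme at least 2-fold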; note: the source names both 10 and 20 µM as test concentration; values of inactives mirror those of a sister screen read the other way
MIN6 prolif: MIN6 beta-cell proliferation induction | MIN6 cells proliferation, ATPlite luminescence, 48 h; cells starved in 0.2% serum; 100% = growth in 10% serum | proliferation, % at 10 µM | hit rate 0.29% among 330,000 | AID 2380;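 active = compounds whose signal lies at least 3.5 SD above the mean of all wells on their plate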;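 note: 0% = DMSO-treated cells in low-serum medium and 100% = 10% serum control; some compounds called inactive have numbers as strong as hits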
ATG4B inhibitor: ATG4B (human) cysteine protease inhibition. Q9Y4P1. ATG4B cleavage of LC3-PLA2, NBD-HPC fluorescence, 1 h. inhibition, % at 8.33 µM. hit rate 0.51% among 340,000. AID 504462; in the data active = inhibition above about 40%
Target sequence (Q9Y4P1 whole entry, looked up): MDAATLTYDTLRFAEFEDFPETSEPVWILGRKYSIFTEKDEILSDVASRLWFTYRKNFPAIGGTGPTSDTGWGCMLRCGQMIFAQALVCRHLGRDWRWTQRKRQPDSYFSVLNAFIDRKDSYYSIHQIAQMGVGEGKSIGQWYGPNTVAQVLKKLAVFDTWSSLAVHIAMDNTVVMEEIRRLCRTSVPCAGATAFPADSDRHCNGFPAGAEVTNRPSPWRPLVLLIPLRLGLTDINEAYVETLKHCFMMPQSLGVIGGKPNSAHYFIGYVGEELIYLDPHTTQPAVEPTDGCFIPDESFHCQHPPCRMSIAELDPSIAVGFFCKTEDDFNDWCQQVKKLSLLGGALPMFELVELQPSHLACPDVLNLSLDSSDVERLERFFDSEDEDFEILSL
mIAP block: blocks mouse intestinal alkaline phosphatase; inhibition, % at 10 µM; AID 2806; hit rate 0.2% among 330,000; purified mouse IAP, CDP-Star luminescence, 30 min;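 active = inhibition of at least 40% at 10 µM in the primary screen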;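 note: plate controls were DMSO with enzyme for no effect and no enzyme wells for full effect; values of inactives mirror those of a sister screen read the other way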
MPTP inh: permeability transition pore inhibition; isolated mouse mitochondria, Ca2+ swelling absorbance, 30 min; inhibition, % at 10 µM; hit rate 1.4% among 360,000; AID 602449;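 active = inhibition of 50% or more, scaled per plate between neutral and stimulator controls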;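 note: 0% = DMSO wells given calcium and 100% = 1 mM EGTA wells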
APOBEC3G inh: inhibitors of human APOBEC3G DNA deaminase. Q9HC16. recombinant A3G, ssDNA deamination FAM/TAMRA fluorescence. inhibition, % at 20 µM. hit rate 0.28% among 330,000;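 active = inhibition of at least 40% at 20 µM, with no more than 30% in the related APOBEC3A deaminase screen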;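 note: plate controls were DMSO wells with A3G for no effect and wells lacking A3G enzyme for full effect; some compounds called inactive have numbers as strong as hits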
mIAP act: increases mouse intestinal alkaline phosphatase activity; AID 2805; muIAP, CDP-Star luminescence, 30 min; stronger effect = higher value; 1 = vehicle-only enzyme signal, 0 = enzyme-free wells; hit rate 0.24% among 330,000; activation factor at 10 µM;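 active = activation factor of at least 2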; note: the source names both 10 and 20 µM as test concentration; values of inactives mirror those of a sister screen read the other way
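Assay system: mouse IAP enzyme; Reagent: CDP-Star chemiluminescent phosphatase substrate; Compound: DMSO-dissolved test compounds; Incubation: 30 min, room temperature; Technique: luminescence from enzymatic CDP-Star hydrolysis; Controls: DMSO-only wells and no-enzyme negative control.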
* marks the source's active call; other numbers are inactive results.

#	mol	hIAP block	APOBEC3A inh	hIAP activ	MIN6 prolif	ATG4B inhibitor	mIAP block	MPTP inh	APOBEC3G inh	mIAP act
1	CCCC(c1nnnn1C1CCCC1)N1CCN(C(=O)c2ccco2)CC1 (stereo not drawn)	3	-3	0.97	2	-12	-8	-2.8	-12	1.1
2	Cc1ccc(C)c(NC(=O)CN(C)C(=O)c2nn(C)c(=O)c3ccccc23)c1	-12	1	1.1	-2	7	-9	-1.5	-10	1.1
3	Cc1ccc(S(=O)(=O)NC(=O)Nc2c(C)cccc2C)cc1	12	-2	0.88	0	0	-3	-1.7	-8	1
4	COc1ccc(S(=O)(=O)n2ccc(C)n2)cc1C	-7	-5	1.1	-4	-5	-1	-0.2	14	1
5	CCCCN(C(=O)CSc1nnc(-c2ccc(OC)cc2)n1C(C)C)c1c(N)n(Cc2ccccc2)c(=O)[nH]c1=O	-4	-3	1	-2	-3	-10	-0.3	-7	1.1
6	COc1ccc(OC)c(C(c2nnnn2CC2CCCO2)N2CCN(C3CCCC3)CC2)c1 (stereo not drawn)	-3	-1	1	-3	-3	-3	-1.8	-4	1
7	O=C(CNC(=O)Cc1ccccc1)NCC(=O)OCC(=O)c1ccc(F)cc1	7	6	0.93	-1	22	6	0.1	4	0.94
8	O=C(NCC(c1ccco1)N1CCc2ccccc21)c1ccccc1Br (stereo not drawn)	0	1	1	1	2	4	-1.0	-3	0.96
9	COc1cc(CNc2ccc(CNc3ncn[nH]3)cc2)ccc1OCc1ccccc1	16	-1	0.84	0	-4	9	4.6	-4	0.91
10	Cc1ccc(C(=O)OCC(=O)NCc2ccco2)s1	-3	26	1	-3	1	8	1.8	10	0.92
11	COC(=O)C1=C2SC(C)C(=O)N2C(N)=C(C#N)C1c1cc(OC)c(OC)c(OC)c1 (stereo not drawn)	-10	-6	1.1	4	-2	8	1.4	-9	0.92
12	CC(C)Oc1ccc(CN2CCCC(CO)(Cc3ccccc3)C2)cc1CO (stereo not drawn)	14	2	0.85	0	-1	-11	2.6	-3	1.1
13	Nc1nc(SCC(=O)Nc2ccccc2Sc2ccc(Cl)cc2)n[nH]1	-8	8	1.1	-2	-17	3	2.4	-3	0.97
14	Cc1cccc(-c2nc(CN3CCN(Cc4cccc(F)c4)CC3)c(C)o2)c1	-6	-3	1.1	-4	18	2	-0.8	-3	0.97
15	O=C(/C=C/c1ccccc1)OCc1cncs1	-2	-4	1	-1	-1	-10	-1.6	-3	1.1
16	COC(=O)COc1ccccc1/C=C1/NC(=O)NC1=O	12	-2	0.88	0	23	21	0.2	-4	0.79
17	CC1(C)c2ccccc2N2CC(=O)N[C@@]21/C=C/C=C/c1ccccc1	7	-1	0.93	-4	-7	2	-2.0	-2	0.98
18	CC(=O)N1CCN(CC(=O)Nc2ccc(SC(F)F)cc2)CC1	4	19	0.96	0	-1	-6	-3.5	11	1.1
19	CCOC(=O)C(NCc1ccccc1)(NC(=O)c1ccccc1)C(F)(F)F (stereo not drawn)	3	1	0.97	-3	-11	-5	-1.4	1	1
20	O=C(Nc1ccc(F)cc1F)c1ccc2c(c1)OCCO2	10	2	0.9	-4	2	-10	-1.3	2	1.1

Part of the list above, set out differently.
11: COC(=O)C1=C2SC(C)C(=O)N2C(N)=C(C#N)C1c1cc(OC)c(OC)c(OC)c1 (stereo not drawn)
12: CC(C)Oc1ccc(CN2CCCC(CO)(Cc3ccccc3)C2)cc1CO (stereo not drawn)
assay / entry,11,12
hIAP block,-10,14
APOBEC3A inh,-6,2
hIAP activ,1.1,0.85
MIN6 prolif,4,0
ATG4B inhibitor,-2,-1
mIAP block,8,-11
MPTP inh,1.4,2.6
APOBEC3G inh,-9,-3
mIAP act,0.92,1.1

The listing continues.
#	mol	hIAP block	APOBEC3A inh	hIAP activ	MIN6 prolif	ATG4B inhibitor	mIAP block	MPTP inh	APOBEC3G inh	mIAP act
21	COc1cccc(N=C2NC(=O)/C(=C/c3cc([N+](=O)[O-])ccc3O)S2)c1	14	0	0.86	-3	1	9	0.1	-10	0.91
22	COc1ccc(-c2nnc(NC(=O)CSc3ccc(Cl)cc3)s2)cc1OC	1	-3	0.99	2	1	0	-1.5	-5	1
23	CC(O)[C@H]1CN=C(N)N1CC(C)(C)C (stereo partly drawn)	2	-1	0.97	-1	4	0	-1.1	6	1
24	COC(=O)C(C)Sc1ccc2nnc(CCNS(=O)(=O)c3ccc(C)cc3)n2n1 (stereo not drawn)	-6	-1	1.1	2	-2	0	0.9	-5	1
25	NC(=O)c1ccc(-n2c(CCC(=O)O)ccc2-c2cccs2)cc1	-4	-3	1	1	-4	8	1.6	-7	0.92
26	CCc1cc2c(=O)c(-c3nc4ccccc4n3C)coc2c(CN2CCCCC2)c1O	-14	-3	1.1	1	-6	4	0.3	-8	0.96
27	COc1ccc(-n2nc3c(c2NC(=O)c2c(F)cccc2Cl)CS(=O)C3)cc1 (stereo not drawn)	2	-2	0.98	2	3	2	1.5	-7	0.98
28	Cc1cccc(OCCNc2nc3c(c(=O)n(C)c(=O)n3C)n2C)c1	-3	-2	1	-1	1	-8	-0.7	-2	1.1
29	Cc1ccc(Cl)c(OCC(O)CN(CCO)CCO)c1 (stereo not drawn)	0	-1	1	0	-2	5	3.3	-1	0.95
30	CCOC(=O)c1sc(Nc2ccc(Br)cc2)nc1C	17	-4	0.83	-2	-11	1	30	-4	0.99
31	Nc1cc(=O)[nH]c(SCC(=O)Nc2ccc(Oc3ccccc3)cc2)n1	8	-1	0.93	0	-14	-4	-1.0	-4	1
32	CCCCC1C2=C(CCCC2=O)OC2=C1C(=O)CCC2	-6	-1	1.1	-1	-2	-20	-0.7	-10	1.2
33	COC(=O)CCC(=O)NNC(=O)c1ccc(Cl)cc1Cl	3	0	0.97	-1	4	22	-2.1	-6	0.78
34	Cc1ccnc(NC(=O)c2cc(S(=O)(=O)NCc3ccccc3)ccc2C)c1	11	-6	0.89	-4	-5	-7	-1.0	-8	1.1
35	Cc1ccc(CS(=O)Cc2ccc(C(=O)N3CCOCC3)o2)cc1 (stereo not drawn)	17	-3	0.83	4	-6	6	0.5	-4	0.94
36	CCN(c1ccccc1)S(=O)(=O)c1cc(C(=O)OC2CCOC2=O)ccc1C (stereo not drawn)	-25	-4	1.3	-2	-6	-12	-0.6	-7	1.1
37	Cc1ccc(CSc2nc3c(c(=O)[nH]c(=O)n3C)n2CCC(C)C)cc1	-21	-3	1.2	-3	-6	4	0.6	-7	0.95
38	S=c1[nH]nc(Cc2cccs2)n1-c1ccccc1	-16	1	1.2	-2	6	-8	0.0	57*	1.1
39	Cc1ccccc1C(=O)NCC(=O)OC(C)C(=O)NC(C)CCc1ccccc1 (stereo not drawn)	-5	6	1	-2	-11	-5	-0.2	0	1.1
40	COc1ccc(-c2cncnc2-c2ccc(OC)cc2O)cc1	3	0	0.97	3	-1	10	0.0	-3	0.9
41	CC(C)CC1NC(=O)N(CC(=O)NC2CCCc3ccccc32)C1=O (stereo not drawn)	-5	21	1.1	-4	6	-2	-1.5	-5	1
42	COc1ccccc1N1CCN(C(=O)CNC(=O)c2ccc(Cl)cc2Cl)CC1	8	0	0.92	0	-10	10	0.3	-5	0.9
43	CCN(CC)S(=O)(=O)c1ccc(N(C)Cc2cccc(OC)c2OC)nc1	11	4	0.89	-5	-4	2	3.9	-1	0.98
44	CCCCN(C(=O)c1ccc2c(c1)OCO2)c1c(N)n(CCCC)c(=O)[nH]c1=O	12	-1	0.88	2	-2	5	-3.0	-9	0.95
45	Cc1c(CCOC(=O)CC23CC4CC(CC(C4)C2)C3)sc[n+]1Cc1ccccc1	-9	-4	1.1	-5	0	37	4.2	-4	0.63
46	CCN(C(=O)COC(=O)c1c(C)nsc1NC)c1ccccc1	-9	-1	1.1	0	7	-8	-2.1	-1	1.1
47	CCC(=O)N1CCN(c2ccc(NC(=O)COc3ccc(C)cc3C)cc2)CC1	-4	2	1	2	-17	-11	0.7	3	1.1
48	O=C(COC(=O)c1c2c(nc3ccccc13)/C(=C/c1cccc([N+](=O)[O-])c1)CCC2)NC1CCS(=O)(=O)C1 (stereo not drawn)	0	-5	1	-6	-21	0	1.7	-6	1
49	O=C(c1ccccn1)N(Cc1ccco1)C1(C(=O)NC2CCCC2)CCCCC1	-12	-4	1.1	0	-7	-8	-0.2	-10	1.1
50	COc1cccc(OCCCN2CCCCCC2)c1	6	0	0.94	-1	-1	-2	2.2	-2	1
51	COc1ccc2c(c1)cc1c(=O)n(CC(=O)NCCCN3CCOCC3)nc(C)n12	-36	-2	1.4	-3	-1	5	-1.5	1	0.95
52	CCCn1nnc(NC(=O)COc2cc(C)ccc2C(C)C)n1	7	-3	0.93	-2	-2	-5	0.7	-4	1.1
53	O=C(NC1=NCCS1)c1ccccc1F	-28	5	1.3	-1	-8	1	1.1	10	0.99
54	COc1ccc(N(CC(=O)NCc2ccc(Cl)cc2)S(=O)(=O)c2ccccc2[N+](=O)[O-])c(OC)c1	1	-2	0.99	-4	-12	6	-2.3	-6	0.94
55	CC(Sc1nc2ccccc2n1C)C(=O)NC(c1ccccc1)c1ccccc1 (stereo not drawn)	-2	-5	1	-5	-10	-1	1.7	-5	1
56	Cn1c2ccccc2c(=O)c2ccc(NCCc3cccs3)cc21	-10	6	1.1	-6	6	18	0.8	22	0.82
57	CCOC(=O)C1=C(N)Oc2c(oc(CO)cc2=O)C1c1ccc(F)c(F)c1 (stereo not drawn)	-6	2	1.1	-2	4	17	-1.1	-11	0.83
58	CCc1cc2c(SCC(=O)Nc3ncc(Cl)c(C)c3Cl)ncnc2s1	14	-3	0.85	0	30	2	46	-3	0.98
59	CN(Cc1nc(-c2ccc(Cl)cc2)no1)C(=O)CCN1C(=O)[C@H]2CC=CC[C@H]2C1=O	3	-6	0.97	7	-8	5	-0.5	-8	0.95
60	CC(C)(C)OC(=O)N1CSC[C@H]1C(=O)NC[C@H](CC(=O)O)c1ccc(Cl)cc1	-7	-7	1.1	-3	4	0	-0.5	-5	1
61	CCOC(=O)C1=C(COC(=O)CSc2ccc(C)cc2)NC(=O)NC1C (stereo not drawn)	3	-2	0.97	-2	-31	4	0.1	-4	0.96
62	Cc1ccc(N2CC(C(=O)NCc3n[nH]c(=O)c4ccccc34)CC2=O)cc1C (stereo not drawn)	-14	-6	1.1	-2	-9	-1	1.5	-5	1
63	CN(C)S(=O)(=O)c1cccc(NC(=O)c2cc([N+](=O)[O-])ccc2N2CCCCC2)c1	6	-3	0.94	-4	-13	2	-0.9	-5	0.97
64	O=C(c1ccc(C23CC4CC(CC(C4)C2)C3)o1)N1CCOCC1	0	1	1	-3	-6	10	-0.2	0	0.9
65	CS(=O)(=O)N(CC(=O)N1CCN(c2cccc(Cl)c2)CC1)c1ccccc1	4	-1	0.96	-1	-11	-5	1.2	-5	1.1
66	CC(NC(=O)COC(=O)c1cc(Cl)nc(Cl)c1)c1ccccc1 (stereo not drawn)	3	-5	0.97	0	2	6	-2.9	-12	0.94
67	Cc1cc(C)cc(N(C(=O)Cc2cccs2)C(C(=O)NC2CCCC2)c2ccc(C)o2)c1 (stereo not drawn)	9	-3	0.91	-2	-2	-13	4.9	1	1.1
68	CCOc1ccc(CNCc2cccnc2)cc1	-13	-2	1.1	-2	-14	4	-0.8	-2	0.96
69	COc1ccc([C@H]2[C@@H]3C=CCC[C@@]3(C)C(=O)N2Cc2ccccc2)cc1Cl	4	-1	0.96	-6	20	-14	0.9	-7	1.1
70	CCc1ccccc1NC(=O)CN(C)C(=O)CN1C(=O)NC2(CCCCCC2)C1=O	7	0	0.93	-1	-6	-6	1.5	-3	1.1
71	Cc1ccc(C(=O)NCCc2nnc3ccc(SCC(=O)NCc4ccc(F)cc4)nn23)cc1	30	4	0.7	2	-6	-4	0.6	0	1

From PubChem
